High-throughput results deposited in PubChem by Broad Institute.
EWS-Fli block = inhibitors of EWS/Fli oncoprotein transcriptional activity. A673 NR0B1-luciferase reporter, viability-normalised. inhibition, % at 12.6 µM. actives 0.67% (n = 350,000). AID 651661;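 active = mean inhibition of at least 50% after viability correction, with every replicate also passing that limit; inconclusive = mean reaches 50% but only one of two replicates passes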;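 also: firefly luciferase signal divided by Alamar Blue viability fluorescence both relative to DMSO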
GSIS activator = GLuc luminescence reporter in INS-1E cells, primary screen for activators of glucose-dependent secretion of insulin; activation, % at 16.6 µM; INS-1E GLuc reporter insulin secretion, 2-3 h; actives 0.61% (n = 370,000);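 active = lowest replicate activation of at least 40%, so every replicate reaches that level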;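 also: 0% = median of neutral control wells and 100% = median of IBMX positive control wells; some compounds called inactive have numbers as strong as hits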
F508del corr = correctors of CFTR F508del function in bronchial epithelial cells; CFBE cells, YFP halide quenching; stimulated with forskolin plus potentiator P3; % fluorescence drop versus neutral controls; activity (quench increase), % at 7.58 µM; actives 0.36% (n = 350,000); AID 720511;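 active = mean added fluorescence quench of at least 8% versus neutral control, with both replicates also reaching 8%; inconclusive = only one of the mean or replicate conditions met; inactive = mean below 8% and not both replicates reaching 8%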;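 also: cells transiently co-express mutant CFTR-F508del with the halide-sensitive YFP; corrector assay measuring rescue of mutant channel to the surface after 24 h compound exposure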
DENV2 CPE = DENV2-induced cell death inhibition; DENV2-infected cells, cytopathic effect rescue, plate reader; CPE inhibition, % at 9.99 µM; actives 1.7% (n = 350,000); in the data active = CPE inhibition above about 20%, passing the limit was not always enough; inconclusive = no clear call, values can overlap the other calls; tested in BHK-21 cells;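 also: 0% = median of neutral control wells and 100% = median of positive control wells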
Xi reactivation = activators of X-chromosome reactivation in mouse fibroblasts | XiGFP mouse fibroblasts, % GFP-positive cells imaging, 3 d; cells co-treated with 5-aza-dC sensitizer; scaled so ellipticine positive control = 100% | activation, % at 7.58 µM | actives 0.055% (n = 360,000);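 active = mean normalized replicate activation at least 10% and every replicate at or above 10%; inconclusive = only one of the two criteria met; inactive = mean below 10% and not all replicates reach 10%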;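 also: 0% = median of on-plate neutral control wells and 100% = ellipticine 6 µM median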
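System: SV40-immortalized XiGFP fibroblast cells, line 68-5-11 / Incubation: 3-day compound exposure, then 15 min fixation at room temperature / Compound: single concentration per compound, delivered by pin transfer / Buffer or medium: DMEM plus 5-aza-dC sensitizer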
ERp5 inh = inhibitors of human ERp5 | Q15084 | ERp5 insulin aggregation, absorbance 650 nm, 90 min | inhibition, % at 9.99 µM | actives 0.05% (n = 350,000);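 active = mean replicate inhibition above about 25%, with every replicate also reaching it, limit read from the data, passing the limit was not always enough; inconclusive = only one of those two criteria met; inactive = neither criterion met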
Target sequence (Q15084 whole entry, looked up): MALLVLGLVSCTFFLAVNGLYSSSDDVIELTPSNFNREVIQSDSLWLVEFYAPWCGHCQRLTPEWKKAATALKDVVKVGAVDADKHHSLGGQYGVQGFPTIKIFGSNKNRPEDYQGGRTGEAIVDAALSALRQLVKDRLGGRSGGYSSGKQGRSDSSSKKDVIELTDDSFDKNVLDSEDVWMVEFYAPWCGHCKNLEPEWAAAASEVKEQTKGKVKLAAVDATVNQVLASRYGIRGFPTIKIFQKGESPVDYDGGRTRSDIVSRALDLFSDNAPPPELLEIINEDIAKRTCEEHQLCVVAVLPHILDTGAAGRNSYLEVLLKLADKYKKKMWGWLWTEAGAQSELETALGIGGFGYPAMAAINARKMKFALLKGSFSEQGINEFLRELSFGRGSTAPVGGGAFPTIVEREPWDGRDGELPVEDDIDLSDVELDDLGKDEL
PAX8 reporter = inhibitors of PAX8 transcriptional activity in RMG-I cells. RMG-I TPO-luciferase reporter, SteadyGlo, 24 h. inhibition, % at 12.6 µM. actives 1.2% (n = 360,000). AID 652154;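 active = mean replicate inhibition at least 60% with every replicate also reaching 60%; inconclusive = only one of the two criteria is met; inactive = mean below 60% and not all replicates reaching 60%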;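 also: luciferase light reporting Pax8 driven TPO promoter activity; plate controls were median of neutral control wells for no effect and mitoxantrone controls for full effect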
ARNT-TACC3 inh = ARNT/TACC3 interaction disruption; AID 623870; inhibition, % at 9.99 µM; AlphaScreen His-ARNT PAS-B/GST-TACC3 binding, luminescence; TACC3 fragment carries E629A point mutation; actives 0.66% (n = 390,000); Q9Y6A5;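 active = mean inhibition of replicates at least 50% and at least half of replicates each reaching 50%; inconclusive = half or more replicates reach 50% but mean below 50%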;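 also: 0% = complete ARNT plus TACC3 wells and 100% = ARNT alone without TACC3; many hits fall short of the cut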
An asterisk follows results filed as active; & = joins results of further samples.

`COc1ccc(CC(=O)NCc2nnc(SCC(=O)Nc3ccccc3)n2C)cc1` gave EWS-Fli block 5, GSIS activator 2, F508del corr -0.3, DENV2 CPE 15, Xi reactivation 0.0, ERp5 inh 9, PAX8 reporter 6 and ARNT-TACC3 inh -2.
`N#C[C@@H]1[C@H](c2ccccc2C2=CCCC2)[C@H](CO)N1C(=O)C1CCOCC1` gave EWS-Fli block 3, GSIS activator -8, F508del corr 0.5, DENV2 CPE -2, Xi reactivation 0.0, ERp5 inh 10 and PAX8 reporter -4.
`CC(C)C(=O)Nc1ccc2c(c1)C(=O)N(C)[C@H]1CC[C@H](CC(=O)N[C@H](C)c3ccccc3)O[C@@H]1CO2` gave EWS-Fli block -10, GSIS activator 2, F508del corr 3.1, DENV2 CPE -1, Xi reactivation 0.3, PAX8 reporter -1 and ARNT-TACC3 inh -4.
O=C(CCN1CCOCC1)NCc1ccccc1 was read as EWS-Fli block 9, GSIS activator 0, F508del corr -0.8, DENV2 CPE 11, Xi reactivation 0.0, ERp5 inh -1, PAX8 reporter 8 and ARNT-TACC3 inh -7.
Screening Cc1ccc(SCCC(=O)Nc2ccc(Br)c(C)c2)cc1 returned GSIS activator -34, DENV2 CPE 2, Xi reactivation 0.1, ERp5 inh 5, PAX8 reporter -28 and ARNT-TACC3 inh 12.
`Cc1nc2sc(C(=O)OCC(=O)N3c4ccccc4CC3C)c(C)c2c(=O)[nH]1` (configuration not stated) gave EWS-Fli block -1, GSIS activator -3, F508del corr 4.0, DENV2 CPE -4, Xi reactivation 0.0, ERp5 inh 1, PAX8 reporter 9 and ARNT-TACC3 inh -10.
Screening CCCC#Cc1ccc([C@H]2[C@@H](C#N)N(C(=O)C3CCCCC3)[C@H]2CO)cc1 returned EWS-Fli block 7, GSIS activator -7, F508del corr 0.7, DENV2 CPE -20, Xi reactivation 0.2, ERp5 inh -6, PAX8 reporter 79* and ARNT-TACC3 inh -4.
For Cc1noc(C)c1C(=O)N1CCC1(C)C(=O)NS(=O)(=O)c1cccs1 (configuration not stated) the results were EWS-Fli block -5, GSIS activator 1, F508del corr -1.5, DENV2 CPE 7, Xi reactivation 0.0, ERp5 inh 1 and PAX8 reporter -9.
COc1ccc(C(=O)C2CCCN(C(=O)c3noc4c3CCCC4)C2)cc1F (configuration not stated) was read as EWS-Fli block 3, GSIS activator -11, F508del corr 2.2, DENV2 CPE 3, Xi reactivation 0.0, ERp5 inh 1, PAX8 reporter -13 and ARNT-TACC3 inh -8.
`CC(C)NC(=O)N(C)C[C@@H]1OCCCC[C@H](C)Oc2ccc(NC(=O)NC3CCCCC3)cc2C(=O)N([C@@H](C)CO)C[C@@H]1C` gave EWS-Fli block -4, GSIS activator -20, F508del corr -2.1, DENV2 CPE 1, Xi reactivation 0.0, ERp5 inh -2, PAX8 reporter -1 and ARNT-TACC3 inh -11.
Cc1ccccc1S(=O)(=O)N(C)C[C@H]1OCc2cnnn2CCCC(=O)N([C@H](C)CO)C[C@H]1C was read as EWS-Fli block -9&-11, GSIS activator -4&-9, F508del corr -0.5&1.2, DENV2 CPE 6&-9, Xi reactivation 0.1&-0.3, ERp5 inh 4&-3, PAX8 reporter -7&3 and ARNT-TACC3 inh -4.
O=C(Cc1ccc(Cl)cc1)NC(=S)Nc1ccccc1O was read as EWS-Fli block 12, GSIS activator 14, F508del corr -3.1, DENV2 CPE 4, Xi reactivation 0.3, ERp5 inh -1, PAX8 reporter 5 and ARNT-TACC3 inh -3.
`CCCCn1c(=O)[nH]c(=O)c2c1nc(-c1ccc(-c3ccc(F)cc3)o1)n2C` gave EWS-Fli block 14, GSIS activator -4, F508del corr -2.6, DENV2 CPE 2, Xi reactivation -0.1, ERp5 inh 3 and PAX8 reporter -3.
`CCCc1cn(CC[C@H]2CC[C@@H](NS(=O)(=O)c3ccccc3Cl)[C@H](CO)O2)nn1` gave EWS-Fli block 3, GSIS activator -4, F508del corr 0.2, DENV2 CPE 0, Xi reactivation 0.3, ERp5 inh -4, PAX8 reporter 5 and ARNT-TACC3 inh -14.
Screening O=C(C1CCCC1)N1CC(=O)N2[C@H](CO)[C@H](c3ccc(C#CC4CCCC4)cc3)[C@@H]2C1 returned EWS-Fli block -1, GSIS activator -15, F508del corr 0.8, DENV2 CPE -6, Xi reactivation 0.3, ERp5 inh 5 and PAX8 reporter 9.
`COC(=O)C1C(C(C)C)N(c2ccccc2)OC1(C)O` (configuration not stated) gave EWS-Fli block -4, GSIS activator -9, F508del corr -4.6, DENV2 CPE 1, ERp5 inh -78 and ARNT-TACC3 inh -8.
CCCNC(=O)N(C)C[C@@H]1Oc2ncc(/C=C/c3ccccc3)cc2C(=O)N([C@@H](C)CO)C[C@@H]1C was read as EWS-Fli block -14, GSIS activator -18, F508del corr -0.4, DENV2 CPE 7, Xi reactivation -0.2, ERp5 inh 2 and ARNT-TACC3 inh 2.
Cc1ccc(S(=O)(=O)N2CCCc3cc(NC(=O)c4c(F)cccc4F)ccc32)cc1 was read as EWS-Fli block -8, GSIS activator 0, F508del corr -1.3, DENV2 CPE inconclusive, Xi reactivation 0.0, ERp5 inh -6, PAX8 reporter 10 and ARNT-TACC3 inh -8.
Screening Cc1ccnc(NS(=O)(=O)c2ccc(NC(=O)c3ccc(N4C(=O)CCC4=O)cc3)cc2)n1 returned EWS-Fli block -4, GSIS activator -6, DENV2 CPE 1, Xi reactivation -0.1, ERp5 inh -1, PAX8 reporter 3 and ARNT-TACC3 inh 22.
Screening Cc1noc(C)c1NC(=O)Nc1ccc2c(c1)C(=O)N([C@H](C)CO)C[C@H](C)[C@@H](CN(C)S(=O)(=O)c1ccc(F)cc1)OCCCC[C@H](C)O2 returned EWS-Fli block 0, GSIS activator -4, F508del corr 3.5, DENV2 CPE -1, Xi reactivation -0.5, ERp5 inh 1, PAX8 reporter 37 and ARNT-TACC3 inh -3.
For CC(=O)c1ccc(S(=O)(=O)N2CCN(C(=O)C(=O)c3cccc(C(F)(F)F)c3)CC2)cc1 the results were EWS-Fli block -3, GSIS activator 13, F508del corr -2.0, DENV2 CPE 13, Xi reactivation 0.1, ERp5 inh 1 and PAX8 reporter 10.
Screening C[C@H](CO)N1C[C@H](C)[C@@H](CN(C)S(=O)(=O)c2ccc(Cl)cc2)Oc2ccc(NC(=O)C3CC3)cc2C1=O returned EWS-Fli block -6, GSIS activator 0, F508del corr 0.8, DENV2 CPE -1, Xi reactivation 0.0, ERp5 inh 6 and ARNT-TACC3 inh -9.
O=C(NCC1COc2ccccc2O1)c1ccc(-n2cncn2)c([N+](=O)[O-])c1 (configuration not stated) was read as EWS-Fli block -5, GSIS activator -12, F508del corr 1.2, DENV2 CPE -6, Xi reactivation -0.1, ERp5 inh 1 and PAX8 reporter -12.
`Cc1cccc(CC2S/C(=N/c3cccc(C)n3)NC2=O)c1` (configuration not stated) gave EWS-Fli block 20, F508del corr 1.2, DENV2 CPE 0, Xi reactivation 0.0, ERp5 inh -2, PAX8 reporter 5 and ARNT-TACC3 inh -2.
For Cc1ccc(NS(=O)(=O)Cc2ccccc2)cc1Cl the results were EWS-Fli block -1, GSIS activator -1, F508del corr -0.7, DENV2 CPE 5, Xi reactivation 0.0, ERp5 inh 2, PAX8 reporter 10 and ARNT-TACC3 inh 3.
Screening Cc1ccc(C(OC(=O)c2ccco2)C(=O)NC(C)(C)C)cc1 (configuration not stated) returned EWS-Fli block -1, GSIS activator -1, F508del corr -3.0, DENV2 CPE -2, Xi reactivation 0.1, ERp5 inh 4, PAX8 reporter 22 and ARNT-TACC3 inh -8.
Screening C[C@H](CO)N1C[C@H](C)[C@@H](CN(C)S(=O)(=O)c2ccc(Cl)cc2)OCCCC[C@H](C)Oc2ccc(NC(=O)Nc3ccc(F)cc3)cc2C1=O returned EWS-Fli block 23, GSIS activator 18, F508del corr -2.1, DENV2 CPE 14, Xi reactivation 0.1, ERp5 inh -9, PAX8 reporter 46 and ARNT-TACC3 inh 16.
`Cc1ccc(C(=O)N2CC(C)CC(C)C2)cc1S(=O)(=O)N1CCCCC1` (configuration not stated) gave EWS-Fli block 5, GSIS activator -14, F508del corr 1.2, DENV2 CPE 3, Xi reactivation -0.1, ERp5 inh 2 and PAX8 reporter 3.
Screening CCn1c(SCCN2CCOCC2)nc2c1c(=O)n(C)c(=O)n2C returned EWS-Fli block 14, F508del corr 0.1, DENV2 CPE 17, Xi reactivation 0.0, ERp5 inh -5, PAX8 reporter -6 and ARNT-TACC3 inh -3.
Screening COc1ccc(CN(C)C[C@@H]2Oc3c(NS(=O)(=O)c4ccc(Cl)cc4)cccc3C(=O)N([C@@H](C)CO)C[C@@H]2C)cc1 returned EWS-Fli block 3, GSIS activator 4, F508del corr -0.2, DENV2 CPE inconclusive, Xi reactivation 0.0, ERp5 inh -6, PAX8 reporter 17 and ARNT-TACC3 inh 3.

Grouped by structure, the entries above with an aryl methoxy group
`COc1ccc(CC(=O)NCc2nnc(SCC(=O)Nc3ccccc3)n2C)cc1` gave EWS-Fli block 5, GSIS activator 2, F508del corr -0.3, DENV2 CPE 15, Xi reactivation 0.0, ERp5 inh 9, PAX8 reporter 6 and ARNT-TACC3 inh -2.
COc1ccc(C(=O)C2CCCN(C(=O)c3noc4c3CCCC4)C2)cc1F (configuration not stated) was read as EWS-Fli block 3, GSIS activator -11, F508del corr 2.2, DENV2 CPE 3, Xi reactivation 0.0, ERp5 inh 1, PAX8 reporter -13 and ARNT-TACC3 inh -8.
Screening COc1ccc(CN(C)C[C@@H]2Oc3c(NS(=O)(=O)c4ccc(Cl)cc4)cccc3C(=O)N([C@@H](C)CO)C[C@@H]2C)cc1 returned EWS-Fli block 3, GSIS activator 4, F508del corr -0.2, DENV2 CPE inconclusive, Xi reactivation 0.0, ERp5 inh -6, PAX8 reporter 17 and ARNT-TACC3 inh 3.

Further entries:
For CCOC(=O)N1CCC(N(CCN(C)C)C(=S)Nc2ccccc2Cl)CC1 the results were EWS-Fli block 0, GSIS activator -4, F508del corr -2.5, DENV2 CPE 6, Xi reactivation 1.4, ERp5 inh 4, PAX8 reporter -10 and ARNT-TACC3 inh -17.
Screening CC(NC(=O)COc1cccnc1[N+](=O)[O-])c1ccc(Cl)cc1 (configuration not stated) returned EWS-Fli block 11, GSIS activator 14, F508del corr 3.9, DENV2 CPE 1, Xi reactivation 0.1, ERp5 inh 0, PAX8 reporter 14 and ARNT-TACC3 inh -1.
Screening O=C(NC(=S)Nc1ccc(S(=O)(=O)N2CCCCCC2)cc1)c1cccs1 returned EWS-Fli block 1, GSIS activator 20, DENV2 CPE 6, Xi reactivation -0.1, ERp5 inh 2, PAX8 reporter -10 and ARNT-TACC3 inh 0.
Screening CCCNC(=O)C[C@@H]1CC[C@@H]2[C@H](COc3ccc(NC(=O)Cc4ccccc4)cc3C(=O)N2C)O1 returned EWS-Fli block 4, GSIS activator -10, F508del corr 1.7, DENV2 CPE 4, Xi reactivation -0.1, ERp5 inh -6, PAX8 reporter 7 and ARNT-TACC3 inh 2.
COc1cc(/C=C(\C#N)c2ccccn2)ccc1OCC(=O)Nc1ccc(Br)cc1 was read as EWS-Fli block -10, DENV2 CPE -1, Xi reactivation 0.1, ERp5 inh 0, PAX8 reporter 27 and ARNT-TACC3 inh -9.
